Rab2 wt GTP: modulators of GTP binding to Rab2A wildtype, primary screen, biochemical, dog, bead-based flow cytometry, multiplex | GST-Rab2 wt beads, Bodipy-GTP binding | GTP binding activity, % at 10 µM | 0.19% of 190,000 active | AID 760, 2007;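 active means GTP binding activity at least 20 points away from 100%, either lowered or raised; inconclusive means signal likely due to the compound's own green fluorescence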;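 further: 0% = beads with excess unlabeled GTP and 100% = no-compound control corrected for plate trend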
GSH bead fluor: compound fluorescence on glutathione beads, profiling panel, artefact control, biophysical, 488/530 nm, flow cytometry; GSH beads flow cytometry, compound fluorescence 488/530 nm; hits give high values; fluorescence (KMESF) at 10 µM; 0.25% of 190,000 active; in the data active means fluorescence above about 89;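 further: glutathione beads carrying GST-tagged Bcl family fusion proteins plus one bare bead set; values are compound well signal with DMSO vehicle wells as background; inactives centre near 16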
ABCG2 inh: ABCG2 efflux pump inhibitors, primary screen, multiplex with ABCB1, IgMXP3 cells, flow cytometry. JC-1 efflux. Broad substrate specificity ATP-binding cassette transporter ABCG2 (Homo sapiens), Q9UNQ0. 0.1% of 190,000 active. inhibition, % at 6.6 µM. AID 1325, 2008;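 active means inhibition above 80%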;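 further: 0% = DMSO and 100% = nicardipine control wells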
Target sequence (Q9UNQ0 whole entry, looked up): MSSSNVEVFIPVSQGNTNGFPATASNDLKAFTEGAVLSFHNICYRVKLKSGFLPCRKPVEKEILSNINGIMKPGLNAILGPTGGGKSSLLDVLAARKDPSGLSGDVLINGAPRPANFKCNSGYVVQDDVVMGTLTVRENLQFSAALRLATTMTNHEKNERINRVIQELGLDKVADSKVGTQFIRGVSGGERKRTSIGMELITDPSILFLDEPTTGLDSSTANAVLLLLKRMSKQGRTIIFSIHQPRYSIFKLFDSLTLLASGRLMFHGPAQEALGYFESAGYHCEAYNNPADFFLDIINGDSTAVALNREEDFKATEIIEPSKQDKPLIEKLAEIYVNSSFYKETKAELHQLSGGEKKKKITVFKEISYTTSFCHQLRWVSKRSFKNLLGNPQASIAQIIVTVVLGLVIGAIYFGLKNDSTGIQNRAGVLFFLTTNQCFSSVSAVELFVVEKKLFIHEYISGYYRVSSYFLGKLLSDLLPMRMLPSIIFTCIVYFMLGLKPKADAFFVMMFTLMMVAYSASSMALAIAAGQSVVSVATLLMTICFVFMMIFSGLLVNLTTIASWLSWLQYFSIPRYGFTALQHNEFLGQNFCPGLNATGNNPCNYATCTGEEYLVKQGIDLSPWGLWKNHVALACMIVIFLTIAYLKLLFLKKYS
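material = IgMXP3 (ABCG2) plus far-red-tagged CCRF-Adr (ABCB1) cells | amount = 3 million cells/mL, equal mix of both lines | also added = JC-1 transporter substrate | dosing = one concentration, 6.6 µM final | schedule = 10 min at 25 °C | measured by = flow cytometric JC-1 green MFI at 530 nm | read-out basis = percent efflux inhibition, scaled nicardipine 100% to DMSO 0%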
Pf gametocyte: late stage P. falciparum gametocyte viability inhibitors, primary screen, ATP luminescence, HTS; P. falciparum stage V gametocytes, 24 h; inhibition, % at 10.9 µM; 0.065% of 150,000 active;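 active means inhibition above the mean plus 3 SD of compounds within the control limits, set per campaign, cut at about 38% in these data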;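 further: 0% = DMSO wells and 100% = medium only without gametocytes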
Cdc42 wt: modulators of GTP binding to wildtype Cdc42, primary screen, biochemical, multiplex bead flow cytometry, Bodipy-GTP. GST-Cdc42 beads; actives lie on both sides. percent activity (GTP binding), % at 10 µM. 0.2% of 190,000 active. AID 761, 2007;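 active means percent activity GTP binding at least 20 points away from the 100% baseline, either down as inhibitor or up as activator; inconclusive means compound flagged as likely green fluorescent from well-wide comparison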;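 further: median bead fluorescence of bound Bodipy-FL-GTP at 100 nM; 0% = excess unlabeled GTP control and 100% = no compound control; below 100% means less GTP binding so inhibitor and above means activator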
Target sequence (P60953 whole entry, looked up): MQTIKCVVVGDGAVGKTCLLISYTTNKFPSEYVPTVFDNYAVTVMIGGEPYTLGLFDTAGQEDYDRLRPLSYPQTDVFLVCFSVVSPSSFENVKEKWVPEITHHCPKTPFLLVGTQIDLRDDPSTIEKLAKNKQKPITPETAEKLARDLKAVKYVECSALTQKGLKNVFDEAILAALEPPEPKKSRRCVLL
ABCB1 block: ABCB1 efflux pump inhibitors, primary screen, cell-based, multiplex, flow cytometry, ABCG2 counter-screen | ATP-dependent translocase ABCB1 (Homo sapiens), P08183 | CCRF-Adr cells, JC-1 efflux | inhibition, % at 6.6 µM | 0.067% of 190,000 active | AID 1326, 2008; in the data active means inhibition above about 40%;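 further: 0% = vehicle and 100% = reference inhibitor; higher value means more JC-1 retained so stronger ABCB1 efflux block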
Rac1 wt GTP bind: wildtype Rac1 GTP binding modulators, primary screen, biochemical, GST-Rac1 beads, flow cytometry, multiplex; Ras-related C3 botulinum toxin substrate 1 (Homo sapiens), P63000; fluorescent GTP binding; actives lie on both sides; 0 = cold GTP competed, 100 = untreated; GTP binding activity (% of control), % at 10 µM; 0.27% of 190,000 active;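 active means GTP binding activity at least 20 points away from the 100% control level, either lower or higher; inconclusive means compound flagged as likely green fluorescent, judged across all proteins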
Avidin bead fluor: green autofluorescence of compounds with avidin beads – biophysical, 488/530 nm, flow cytometry, artefact control, profiling panel. compound fluorescence 488/530 nm; hits give high values. fluorescence (KMESF) at 10 µM. 0.38% of 220,000 active; in the data active means fluorescence above about 47; further: inactives centre near 10
Rac1 act GTP bind: GTP binding modulators of activated mutant Rac1, primary screen, biochemical, bead-based flow cytometry, multiplex, fluorescent GTP. Ras-related C3 botulinum toxin substrate 1 (Homo sapiens), P63000. 0.11% of 190,000 active. percent activity (GTP binding), % at 10 µM. GST-Rac1 activated beads; actives lie on both sides; 100% means binding = to untreated wells. AID 764, 2007;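 active means GTP binding at least 20 percentage points away from the 100% baseline, in either direction, so actives lie on both sides; inconclusive means Compound likely fluorescent itself, or too few beads counted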
Rab7 wt modul: modulators of GTP binding to Rab7, primary screen, biochemical, wildtype, multiplex bead flow cytometry | Rab7 GTPase wild type (dog), Bodipy-FL-GTP binding | GTP binding activity (percent of control), % at 10 µM | AID 758, 2007 | 0.055% of 190,000 active | GST-Rab7 beads, fluorescent GTP binding; actives lie on both sides; untreated = 100%, excess cold GTP = 0%;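 active means fluorescent GTP binding to Rab7 beads changed by at least 20 points from the 100% baseline, either direction, mostly lower; inconclusive means compound itself probably fluorescent, or too few beads counted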;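 further: median green fluorescence of bound Bodipy-FL-GTP per Rab7 bead population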
HRas wt GTP: modulators of GTP binding to HRas wildtype, primary screen, biochemical, bead-based flow cytometry, multiplex | GTPase HRas (Homo sapiens), P01112 | GST-Ras wt beads, Bodipy-FL-GTP binding; actives lie on both sides | GTP binding activity, % at 10 µM | 0.14% of 190,000 active | AID 759, 2007;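 active means GTP binding activity at least 20% away from the 100% baseline, either lowered as inhibitor or raised as activator; inconclusive means flagged as likely green fluorescent, judged across all proteins in the well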;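 further: 0% = unlabeled GTP competition control and 100% = no-compound control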
Target sequence (P01112 whole entry, looked up): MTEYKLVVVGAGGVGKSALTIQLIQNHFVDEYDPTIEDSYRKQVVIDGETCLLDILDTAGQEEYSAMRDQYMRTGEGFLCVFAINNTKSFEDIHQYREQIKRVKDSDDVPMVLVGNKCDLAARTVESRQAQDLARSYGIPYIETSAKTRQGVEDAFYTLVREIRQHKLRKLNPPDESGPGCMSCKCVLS
Starred values were filed as active, the others as inactive; ? = inconclusive; . = not tested or not shown.

SMILES	Rab2 wt GTP	GSH bead fluor	ABCG2 inh	Pf gametocyte	Cdc42 wt	ABCB1 block	Rac1 wt GTP bind	Avidin bead fluor	Rac1 act GTP bind	Rab7 wt modul	HRas wt GTP
Fc1ccc(Oc2nnnn2-c2ccccc2)cc1	94	20	-5	15	96	-0.4	89	10	94	95	96
Clc1ccc(COn2c(-c3ccc(Cl)cc3)nc3ccccc32)cc1	98	26	12	-38	97	0.6	98	10	97	98	100
CCOC(=O)c1sc(NC(=O)CCN2CCOCC2)c(C(=O)OCC)c1C	102	22	36	.	102	5.7	101	21	99	98	102
COc1ccc2ccc(Oc3ncccn3)cc2c1	99	13	3	.	101	0.3	105	7	97	104	98
CC1CCCCN1S(=O)(=O)c1cccc2cccnc12 (stereo not drawn)	98	21	1	.	103	0.1	106	9	100	100	101
O=C(NCc1ccc(F)cc1)c1c(O)c2cccc3c2n(c1=O)CCC3	96	14	1	.	98	0.1	101	21	95	101	99
CCC(CC)C(=O)Nc1ccc(C(=O)Nc2cc(C)on2)cc1	97	19	12	-6	97	0.7	99	6	96	109	98
Cc1ccc2c(c1)cc(CN(Cc1cccnc1)C(=O)c1ccccc1)c1nnnn12	?	12	2	-17	?	1.2	?	10	?	?	?
O=C(CSc1nc2cc(Cl)ccc2s1)c1ccco1	?	8	-1	-25	?	-0.4	?	15	?	?	?
Cc1onc(-c2c(F)cccc2Cl)c1C(=O)NCCO	94	13	-1	2	93	-0.4	95	12	94	98	93
O=C(NCc1ccccc1F)C1CCCN(C(=O)NC2CCCCC2)C1 (stereo not drawn)	98	45	2	-2	101	-0.2	98	2	98	99	98
Cc1nnc(SCCn2c(N(C)Cc3ccccc3)nc3c2c(=O)[nH]c(=O)n3C)s1	107	15	4	.	109	0.8	108	7	103	104	105
Cc1cc(NC(=O)CCc2ccc(C)o2)no1	100	12	1	-26	99	0.3	100	10	97	102	100
CSc1ccccc1NC(=O)Cn1ccsc1=N	96	16	0	-15	95	-0.2	98	23	96	97	97
O=C(c1cn(-c2ccccc2)nc1-c1cccc(Br)c1)N1CCOCC1	98	15	5	.	96	0.9	100	8	98	105	97
Cc1ccc(OCCSCc2nc3ccccc3[nH]2)cc1	95	52	1	.	96	0.2	100	7	95	99	99
CCN1CCN(C(c2ccccc2)c2nnnn2Cc2ccc3c(c2)OCO3)CC1 (stereo not drawn)	99	13	7	.	101	1.1	98	8	97	103	100
CCOc1cc(C(=O)O/N=C(\N)c2ccc([N+](=O)[O-])cc2)cc(OCC)c1OCC	98	17	18	27	99	11	104	.	95	96	99
O=C(O)c1c(-n2cccc2)sc2c1CCCC2	94	12	0	.	93	0.0	97	21	92	96	92
O=[N+]([O-])c1cc(S(=O)(=O)NC2=NCCCCC2)ccc1Cl	100	12	1	-17	100	0.0	98	42	96	105	97
Cc1ccc(C2Nc3ccccc3C(=O)N2Cc2ccco2)cc1 (stereo not drawn)	99	13	1	-33	97	0.5	98	6	98	95	96
C=CCc1cccc2cc(C(=O)N(C)C)c(=O)oc12	100	60	2	13	96	0.6	101	9	97	104	103
Cc1cc(C(=O)N/N=C2\CC(=O)CC(C)(C)C2)c(C)n1-c1ccccc1	97	7	-9	27	96	-0.9	99	2	98	102	100
Cc1cc(C)cc(N2CCCn3c2nc2c3c(=O)n(CC(=O)OCc3ccccc3)c(=O)n2C)c1	101	18	2	.	102	0.9	99	10	96	101	99
Cc1ccc(CC(CC(=O)O)C(=O)NC2CCCCC2)cc1 (stereo not drawn)	103	23	1	-10	100	1.0	103	17	100	103	102
O=C(NCc1ccco1)C1CC(=O)N(c2ccc(F)cc2)C1 (stereo not drawn)	101	12	2	.	103	0.2	105	8	99	98	99
CCOC(=O)c1cc2c(nc1NC(=S)NCc1ccccc1)CCCC2	98	11	13	5	98	0.5	101	10	97	100	99
COc1ccc2[nH]c3c(c2c1)CCn1c-3nc2sc(C(=O)Nc3ccccc3)c(C)c2c1=O	99	11	-9	.	100	-1.3	102	7	97	96	96
Cc1ccc(C(=O)NC(=S)NNC(=O)CC#N)cc1	95	9	0	.	94	-0.2	98	11	91	99	94
COc1cccc(/C=C2\SC(=S)N(N3CCOCC3)C2=O)c1OC	102	9	-1	24	100	-0.4	104	3	102	101	102
CCC(C)c1ccc(NC(=S)NCc2cccs2)cc1 (stereo not drawn)	98	16	3	-9	97	0.3	98	9	96	99	100
COc1ccc(OC)c(CN2CCC(C(=O)N3CCOCC3)CC2)c1	104	11	1	-63	105	.	103	5	101	101	103
COc1ccc2nc3oc(C(=O)N4CCCCC4)cc3cc2c1	100	23	27	7	99	1.3	101	26	101	97	99
Cc1ncoc1C(=O)Nc1ccc(Oc2ccccc2)cc1	99	31	38	-9	97	-1.6	101	7	98	95	98
O=S(=O)(c1ccc(F)c(Cl)c1)N1CCCC1	94	54	0	.	91	0.0	88	6	95	98	93
O=S(=O)(N1CCCCC1)N1CCN(S(=O)(=O)N2CCCCC2)CC1	92	18	0	6	92	0.0	94	28	93	94	93
Cc1ccc2nsnc2c1NC(=O)c1ccc2c(c1)OCCO2	101	34	-4	-9	103	-3.0	107	4	100	100	103
Cn1nnnc1SCC(=O)Nc1ccccn1	99	24	0	.	102	0.5	104	37	97	101	100
O=C(O)C1CC=CCC1C(=O)Nc1cccc([N+](=O)[O-])c1 (stereo not drawn)	99	17	1	-2	94	-0.1	94	9	90	105	94
CC(C)(C)C(=O)Nc1ccc(C(=O)N/N=C/c2ccccc2OC(=O)c2ccccc2)cc1	98	19	9	.	97	0.5	98	8	95	94	99

The final two compounds of the part before open the next one.
SMILES	Rab2 wt GTP	GSH bead fluor	ABCG2 inh	Pf gametocyte	Cdc42 wt	ABCB1 block	Rac1 wt GTP bind	Avidin bead fluor	Rac1 act GTP bind	Rab7 wt modul	HRas wt GTP
O=C(O)C1CC=CCC1C(=O)Nc1cccc([N+](=O)[O-])c1 (stereo not drawn)	99	17	1	-2	94	-0.1	94	9	90	105	94
CC(C)(C)C(=O)Nc1ccc(C(=O)N/N=C/c2ccccc2OC(=O)c2ccccc2)cc1	98	19	9	.	97	0.5	98	8	95	94	99
CC(C)(C)NC(=O)CCCCCCCC(=O)NC(C)(C)C	96	11	4	11	94	0.7	98	8	95	95	96
Cc1ccnc(NC(=O)C2CCN(S(=O)(=O)c3cccc4nsnc34)CC2)c1	98	46	1	.	103	0.6	102	6	98	98	100
O=C(O)CCC(=O)N(Cc1ccco1)c1nc(-c2ccccc2)cs1	95	29	8	1	94	-0.4	98	8	93	95	96
CCCCCCCCOc1ccc(C2OC34CCCCC3C(C#N)(C#N)C2(C#N)C(=N)O4)cc1 (stereo not drawn)	99	21	3	.	99	0.7	106	28	102	97	100
Brc1ccc(-c2csc(N/N=C/c3ccc4c(c3)OCO4)n2)cc1	99	9	-6	-5	98	-0.9	97	6	100	101	97
O=C(O)C1CCCCC1C(=O)Nc1ccccc1F (stereo not drawn)	101	32	0	-29	102	0.3	103	15	98	102	100
COc1ccccc1OCCCCCCN1CCOCC1	97	9	-1	-21	92	-0.5	94	8	92	101	93
CC(C)N(C(=O)Cn1cc(SCC(=O)NCC2CCCO2)c2ccccc21)C(C)C (stereo not drawn)	94	15	2	.	94	1.3	97	12	94	95	96
C/C(CC(C)C)=N\Nc1ccc(S(N)(=O)=O)cc1[N+](=O)[O-]	101	20	22	9	100	1.8	102	6	97	104	101
COc1cccc(/C=N/NC(N)=S)c1OS(=O)(=O)c1ccccc1	98	19	1	.	102	0.1	102	22	96	98	101
Cc1ccc(S(=O)(=O)Nc2cccc(/C=C/C(=O)O)c2)cc1	100	10	0	.	97	-0.1	101	10	97	98	99
CC(=O)CSc1nnc(-c2ccncc2)n1C	?	19	1	14	?	0.3	?	14	?	?	?
CCN(c1ccccc1)S(=O)(=O)c1cc(C(=O)Oc2ccc3c(C)cc(=O)oc3c2)ccc1C	100	9	24	-41	102	0.5	105	17	100	103	100
CCOC(=O)c1cnc2ccc(C(=O)OC)cc2c1Nc1cccc(C(=O)O)c1	96	20	9	.	90	1.8	92	10	89	99	93
Cc1sc2ncn3ncnc3c2c1C	94	37	3	.	97	0.2	96	5	94	98	97
CCN1C(=O)/C(=C2/C=CC=CN2C)OC1=S	100	35	37	10	101	1.5	104	10	97	98	99
O=C(c1ccc(S(=O)(=O)Nc2ccc(F)cc2)cc1)N1CCN(c2ccccn2)CC1	95	15	5	0	95	1.1	99	13	96	95	95
Cc1ccc(S(=O)(=O)N2CCN(S(=O)(=O)N3CCOCC3)CC2)cc1	94	16	0	.	98	0.1	95	29	94	93	98
Cc1cs/c(=N/C(=S)Nc2ccccc2)n1C	?	9	-5	-8	?	-0.9	?	5	?	?	?
Cn1c(CN2CCOCC2)nnc1SCc1ccccc1	105	16	1	.	105	0.4	103	11	99	104	105
CC(C)OCCCNC(=O)NC(=O)c1ccc(Cl)cc1	98	17	5	-1	99	1.2	101	9	97	100	98
Cc1ccc(CCNC(=O)C23CN(Cc4ccccc4)CC2C(c2cccc([N+](=O)[O-])c2)=NO3)cc1 (stereo not drawn)	97	26	9	.	94	2.9	96	9	96	96	98
COc1ccccc1N1CCN(C(=O)/C=C/c2ccccc2)CC1	98	15	0	.	99	0.0	102	7	102	92	99
CCN(CC)c1nc2n(c(=O)n1)CCN2CC	99	54	1	3	104	0.2	99	13	95	101	104
Cc1ccc(C(=O)Nc2ccc(S(=O)(=O)N3CCc4ccccc4C3)cc2)o1	96	19	1	-5	99	0.1	99	50*	95	96	97
CCOC(=O)Cn1nc(C)n(-c2ccc(Br)cc2)c1=O	98	25	0	5	94	-0.3	97	11	94	103	99
Cc1nn(CC(=O)Nc2ccccn2)c(C)c1[N+](=O)[O-]	97	17	1	.	99	0.1	98	7	96	94	98
N/C(=N\OC(=O)Cc1ccccc1[N+](=O)[O-])c1cccnc1	96	21	5	-5	98	0.6	100	7	99	95	97
